Giardia kill = Giardia lamblia killing; Giardia lamblia trophozoite viability; activity change, % at 7.66 µM, hits read low; 340,000 compounds, 0.15% hits; in the data active means activity change below about -80%; inconclusive means between about -30% and that limit;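 further: parasites exposed to compound for two days anaerobically before the ATP read; on the % scale 0 is the no-effect control and ±100 the full control effect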
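Anaerobic 48 hrs incubation at 37 deg C of 100 trophozoites/well with test compounds; ATPLite 1-Step luminescence, 15-30 min RT, reports cellular ATP as viability.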
Menin-MLL TR inh = menin-MLL binding inhibition, Texas Red mutant peptide | 270,000 compounds, 0.23% hits | O00255 | Potency, µM (titrated, usually from 61.6 µM), for inactives: at the top dose FP activity change, negative = inhibition, actives largely listed as inhibitors | Menin + Texas Red MLL mutant peptide, fluorescence polarization | AID 1768; active means well fitted inhibition curve with a large enough effect in the polarisation, with a control signal flat, not every such curve was filed as active; inconclusive means small, poorly fitted or top-dose-only effect, or effect the other way, or a change in a side signal; inactive means no such curve, though single readings can be large or run the other way; the % refers to the polarisation; further: potency means the concentration at half of the fitted maximal effect; % of control where 0% means no effect; many of its hits are not listed in these tables
hERG WT inh = inhibitors of human wildtype KCNH2 potassium channel; Q12809; U2OS, BacMam KCNH2, thallium flux FluxOr; stronger effect = lower value; activity change, % at 1.84 µM; 340,000 compounds, 0.37% hits; AID 720551;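 active means maximum activity change below -70%; inconclusive means maximum activity change between -70% and -50%; inactive means maximum activity change above -50%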; further: on the % scale 0 is the no-effect control and ±100 the full control effect
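U2OS cells were transduced with wild-type KCNH2 virus (2.03 x 10^8 / mL) for 4 h at room temperature, then cultured overnight at 37 C. Thallium flux was read with FluxOr dye. Rate constants were normalized to DMSO controls.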
B2AR arrestin = beta2AR (human) beta-arrestin recruitment activity; 330,000 compounds, 0.02% hits; Potency, µM (titrated, usually from 46.1 µM), without a hit: at the highest dose activation, most hits filed as activators; beta-arrestin recruitment to beta2AR, cell-based reporter;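 further: potency means the concentration at half of the fitted maximal effect; 0% = DMSO controls and full agonism = EC100 isoproterenol or metaproterenol; nearly all actives have a fitted effect of over 65% in size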
USP2a block = inhibitors of human ubiquitin-specific protease USP2a; Potency, µM (titrated, usually from 38.3 µM), without a hit: at the top dose activity change, negative = inhibition, usual class: inhibitors; AID 463254; 330,000 compounds, 0.01% hits; USP2 core, Ub-CHOP2 coupled fluorogenic reporter, 485/531;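 further: potency means the concentration at half of the fitted maximal effect; plate controls were DMSO wells for no effect and full inhibition by NEM control for full effect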
Target sequence (O75604 whole entry, looked up): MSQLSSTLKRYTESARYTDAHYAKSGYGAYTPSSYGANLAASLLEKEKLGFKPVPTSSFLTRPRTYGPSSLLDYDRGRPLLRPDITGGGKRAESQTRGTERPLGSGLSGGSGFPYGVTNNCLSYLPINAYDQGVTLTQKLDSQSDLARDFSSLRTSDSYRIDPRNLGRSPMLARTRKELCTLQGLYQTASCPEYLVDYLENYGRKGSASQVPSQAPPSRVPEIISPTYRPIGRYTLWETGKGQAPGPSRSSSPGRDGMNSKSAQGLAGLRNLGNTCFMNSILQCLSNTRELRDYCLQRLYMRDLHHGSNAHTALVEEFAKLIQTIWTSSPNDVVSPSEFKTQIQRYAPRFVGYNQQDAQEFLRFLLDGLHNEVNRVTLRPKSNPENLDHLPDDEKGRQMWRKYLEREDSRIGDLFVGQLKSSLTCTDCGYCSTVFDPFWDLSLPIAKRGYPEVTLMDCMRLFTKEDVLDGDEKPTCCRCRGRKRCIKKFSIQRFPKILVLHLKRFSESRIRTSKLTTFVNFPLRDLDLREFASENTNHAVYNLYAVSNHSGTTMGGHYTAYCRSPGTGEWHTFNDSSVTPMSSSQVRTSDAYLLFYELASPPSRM
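USP2 core (10nM final) preincubated 30min RT with compound in 20mM Tris-HCl pH 8.0, 2mM CaCl2, 2mM beta-mercaptoethanol, 0.05% CHAPS; 25nM Ub-CHOP2 plus 25nM reporter substrate added, fluorescence (Ex485/Em531) read after 60min.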
KCNH2 3.1 inh = blocks the human KCNH2 3.1 channel isoform; 340,000 compounds, 0.95% hits; activity change, % (tested at about 1.8 µM); AID 720553; U2OS KCNH2 3.1, thallium flux FluxOr; stronger effect = lower value;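 active means maximum activity change below -70%; inconclusive means maximum activity change from -70% to -50%; inactive means maximum activity change above -50%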;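 further: thallium influx rate constant from kinetic fluorescence after stimulation buffer; on the % scale 0 is the no-effect control and ±100 the full control effect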
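Virally transduced U2OS (3.1 isoform, 4 h infection in dark at RT) → overnight 37 C → FluxOr + Red40 in HBSS/HEPES, 45 min → stimulation buffer, 2 min kinetic read → rate constant vs DMSO controls.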
TRPV1 ag = human TRPV1 agonism; Q8NER1; 320,000 compounds, 0.19% hits; activation, % at 8.33 µM; TRPV1-expressing cells, Fluo-8 calcium influx, agonist mode; in the data active means activation above about 80%; inconclusive means between about 30% and that limit; further: 0% is about no effect
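Cells expressing TRPV1 were dye-loaded with Fluo-8 and read kinetically: 10 s baseline, 3 min after compound (agonist portion), then 2 min after EC20 capsaicin (allosteric enhancer portion). Calcium-bound dye fluorescence at 480/520 nm.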
* marks the source's active call; other numbers are inactive results; u = inconclusive; x = not tested or not shown; [ ] = dose if it differs, or a comment. Unless noted, the call rests on the fitted dose curve; in most records, active means well fitted curve in the direction sought with a large enough effect; inconclusive means small, poorly fitted or top-dose-only effect, or another doubt; inactive means no such curve, though single readings can be large; an effect the other way counts as inactive or inconclusive.

Compound	Giardia kill	Menin-MLL TR inh	hERG WT inh	B2AR arrestin	USP2a block	KCNH2 3.1 inh	TRPV1 ag
C(=NN1CCCCCC1)c1c[nH]c2ccccc12	4	x	1	x	x	0	x
CN1C(=O)C(C)(C2=CCCCC2)C(=O)NC1=S (centres undefined)	-6	x	u	x	x	-34	x
O=C1NCCCCC1(Cl)Cl	-7	x	-1	x	x	-12	x
COC(=O)C1=CO[C@@H](C)[C@H]2CN3CC[C@]4(C(=O)Nc5ccccc54)[C@@H]3C[C@H]12	8	x	-4	x	x	4	x
COc1cccc2c1N=C1CCCC3CN(C(C)=O)CCC123 (centres undefined)	-16	x	0	x	x	-9	x
CC(=O)OC1CCC2(C)C(CCC3C4CC(N5CC5)C(C(C)=O)C4(C)CC(=O)C32)C1 (centres undefined)	-19	x	0	x	x	6	x
COc1ccc2c(c1)NP(=S)(c1ccccc1)N2C (centres undefined)	18	x	1	x	x	-20	x
CC1(O)CCC2C3CCC4=CC(=O)CCC4(C)C34OC4CC21C (centres undefined)	4	x	-8	x	x	-18	x
C#CC1(O)CCC2C3CCC4=CC(=O)CCC4=C3C=CC21C (centres undefined)	-6	x	-1	x	x	12	x
C=C1C(C)C2C(Cc3ccccc3)NC(=O)C23OC(=O)/C=C/C(O)CCCC(C)C/C=C/C3C1O (centres undefined)	-19	x	-6	x	x	-11	x
O=[N+]([O-])c1ccc(C(=Nc2ccccc2)N2CC2)cc1	2	x	4	x	x	-17	x
CC1=CC2OC3CC4OC(=O)C=CC=CC(C(C)O)OCC(O)C5(C)OC5C(=O)OCC2(CC1O)C4(C)C31CO1 (centres undefined)	-7	x	0	x	x	7	x
COC(=O)C1=C(c2cccc(OC)c2OC)C[C@@H]2CC[C@H]1N2C(=O)N1CCOCC1	5	x	-5	x	x	-12	x
O=C(Cc1c[nH]c2ccccc12)NNCc1ccc(N(CCCl)CCCl)cc1	-17	x	2	x	x	11	x
CCOC(=O)c1cc2c(cn1)[C@@H](CCO)NC2	-19	x	-1	x	x	-14	x
CCOC(=O)C1(c2ccccc2)CCN(CC(=O)c2ccc(NC(C)=O)cc2)CC1	1	x	5	x	x	-7	x
COC(=O)C1=C(c2ccccc2)C[C@@H]2CC[C@H]1N2C(=O)NCc1ccc(F)cc1	14	x	13	x	x	-17	x
ClCCN(CCCl)c1ccc(C2=NCCc3ccccc32)cc1	-4	x	11	x	x	-4	x
COC(=O)C1=C(c2ccccc2)C[C@@H]2CC[C@H]1N2C(=O)NCCCOC(C)C	0	x	5	x	x	-14	x
CN(C)Cc1c[nH]c2ccc([N+](=O)[O-])cc12	-7	x	5	x	x	3	x
Cc1[nH]c2ccccc2c1CN1CCCCC1	u	x	8	x	x	-2	x
O=C1NC(=O)C2(CCN(S(=O)(=O)c3ccccc3)CC2)C(=O)N1	-6	x	-3	x	x	-12	x
CC(C)(O)C1C2OC(=O)C1C1(O)CC3OC34C(=O)OC2C14C (centres undefined)	u	10%	3	x	x	13	x
CCCNC(=O)N1[C@H]2CC[C@@H]1C(C(=O)OC)=C(c1ccc(-c3ccccc3)c(F)c1)C2	8	x	x	4.0%	1%	x	27
COC(=O)C1=C(c2ccc(OC(F)(F)F)cc2)C[C@@H]2CC[C@H]1N2C(=O)NC1CCCCC1	-2	x	x	-0.8%	3%	x	u
COC(=O)C1=C(c2c(C)noc2C)C[C@@H]2CC[C@H]1N2C(=O)NCc1ccc(F)cc1	30[activator]	x	x	-1.5%	1%	x	u
COC(=O)C1=C(c2ccc(OC)c(OC)c2)C[C@@H]2CC[C@H]1N2C(=O)NCCOc1ccccc1	16	x	x	0.3%	0%	x	3
COC(=O)C1=C(c2ccc(-c3ccccc3)c(F)c2)C[C@@H]2CC[C@H]1N2C(=O)N1CCC(O)CC1	12	x	x	7.1%	3%	x	u
C[C@]1(O)CCC2C3CC[C@@H]4CC(=O)CC[C@]4(C)C3CC[C@@]21C (some centres undefined)	-6	x	4	0.1%	0%	x	x

In the list so far, eight contain a halogen:
Compound	Giardia kill	Menin-MLL TR inh	hERG WT inh	B2AR arrestin	USP2a block	KCNH2 3.1 inh	TRPV1 ag
O=C1NCCCCC1(Cl)Cl	-7	x	-1	x	x	-12	x
O=C(Cc1c[nH]c2ccccc12)NNCc1ccc(N(CCCl)CCCl)cc1	-17	x	2	x	x	11	x
COC(=O)C1=C(c2ccccc2)C[C@@H]2CC[C@H]1N2C(=O)NCc1ccc(F)cc1	14	x	13	x	x	-17	x
ClCCN(CCCl)c1ccc(C2=NCCc3ccccc32)cc1	-4	x	11	x	x	-4	x
CCCNC(=O)N1[C@H]2CC[C@@H]1C(C(=O)OC)=C(c1ccc(-c3ccccc3)c(F)c1)C2	8	x	x	4.0%	1%	x	27
COC(=O)C1=C(c2ccc(OC(F)(F)F)cc2)C[C@@H]2CC[C@H]1N2C(=O)NC1CCCCC1	-2	x	x	-0.8%	3%	x	u
COC(=O)C1=C(c2c(C)noc2C)C[C@@H]2CC[C@H]1N2C(=O)NCc1ccc(F)cc1	30[activator]	x	x	-1.5%	1%	x	u
COC(=O)C1=C(c2ccc(-c3ccccc3)c(F)c2)C[C@@H]2CC[C@H]1N2C(=O)N1CCC(O)CC1	12	x	x	7.1%	3%	x	u

High-throughput results as filed in PubChem BioAssay.

The list is partial (hit frequency here may not be typical).
